High-throughput results: PubChem, several laboratories
SKN-1 inh – suppressors of acrylamide-induced Pgst-4::GFP reporter in worms, primary screen, SKN-1 inhibitor project, whole organism, uHTS, GFP/RFP fluorescence ratio, strain VP596. AID 624304, 2012. inhibition, % at 21.8 µM. 360,000 compounds, 0.49% hits. C. elegans VP596 Pgst-4::GFP/RFP ratio, 24 h;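 active = interference check ratio from 0.5 to 1.5 plus GFP to RFP signal ratio inhibition reaching or exceeding a fixed threshold, cut at about 30% in these data, passing the limit was not always enough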; note: some compounds called inactive have numbers as strong as hits
MLLE-PAM2 inh – inhibitors of PABP1 MLLE–PAM2 peptide binding, primary screen, biochemical, fluorescence polarization, FITC-PAM2, GST-MLLE; AID 588489, 2011; inhibition, % at 20 µM; 360,000 compounds, 0.36% hits; in the data active = inhibition above about 35%, passing the limit was not always enough;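 note: plate controls were DMSO wells with GST-MLLE for no effect and wells lacking GST-MLLE protein for full effect; some results filed as inactive read as strong as hits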
Target sequence (P11940 whole entry, looked up): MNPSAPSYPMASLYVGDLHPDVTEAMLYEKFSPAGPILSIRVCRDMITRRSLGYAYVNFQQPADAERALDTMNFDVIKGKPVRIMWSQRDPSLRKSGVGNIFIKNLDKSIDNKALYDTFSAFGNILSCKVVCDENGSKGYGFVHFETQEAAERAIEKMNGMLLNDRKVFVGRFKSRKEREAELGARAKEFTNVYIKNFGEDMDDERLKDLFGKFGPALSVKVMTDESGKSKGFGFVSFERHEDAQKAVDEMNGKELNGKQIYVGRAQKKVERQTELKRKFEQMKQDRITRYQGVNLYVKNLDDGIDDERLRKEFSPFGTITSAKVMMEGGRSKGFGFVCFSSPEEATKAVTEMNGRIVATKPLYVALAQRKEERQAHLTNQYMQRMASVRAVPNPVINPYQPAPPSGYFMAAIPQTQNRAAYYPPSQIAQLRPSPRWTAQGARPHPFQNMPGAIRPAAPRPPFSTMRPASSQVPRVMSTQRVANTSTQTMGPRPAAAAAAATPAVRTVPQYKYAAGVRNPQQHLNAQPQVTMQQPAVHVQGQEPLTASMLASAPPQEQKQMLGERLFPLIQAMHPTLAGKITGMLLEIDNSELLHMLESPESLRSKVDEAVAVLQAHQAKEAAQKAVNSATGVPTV
Neddylation inh – inhibitors of cullin neddylation, primary screen, biochemical, TR-FRET, uHTS, NAE and Ubc12; NEDD8-conjugating enzyme Ubc12 (Homo sapiens) + NEDD8-activating enzyme E1 regulatory …; calls only at 25 µM; 360,000 compounds, 0.58% hits; in the data active = inhibition above about 36%
FAS-TE inh – FAS thioesterase domain inhibitors, primary screen, biochemical, fluorescence intensity, uHTS; Fatty acid synthase (Homo sapiens), P49327; recombinant FAS-TE, OMFH fluorogenic substrate, fluorescence endpoint; inhibition, % at 15 µM; 360,000 compounds, 0.67% hits;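 active = compounds whose normalised, plate-corrected inhibition of enzyme fluorescence in the single-dose primary screen is 50% or more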;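 note: 0% = DMSO with enzyme and 100% = substrate without enzyme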
Rpn11 block – Rpn11 (PSMD14) deubiquitinase inhibitors, primary screen, biochemical, fluorescence polarization, uHTS | 26S proteasome non-ATPase regulatory subunit 14 (Homo sapiens), O00487 | human 26S proteasome, Ub4-pepOG fluorescence polarization; 20S core pre-blocked with epoxomicin | calls only at 20 µM | 360,000 compounds, 0.59% hits | AID 588493, 2011;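 active = inhibition at 20 µM, scaled to each plate's controls, above about 33%, limit read from the data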
CSN inh – inhibitors of CSN-mediated cullin deneddylation, primary screen, biochemical, fluorescence polarization, uHTS | COP9 signalosome complex subunit 5 (Homo sapiens), Q92905 | Purified CSN, SCF-Nedd8-OG deneddylation | inhibition, % at 12.5 µM | 360,000 compounds, 0.38% hits | AID 651999, 2013;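 active = pattern-corrected inhibition above about 35%, with an unprinted fluorescence ratio check between 0.5 and 1.5, limit read from the data, passing the limit was not always enough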;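 note: 0% = enzyme with substrate and 100% = substrate without enzyme; some results filed as inactive read as strong as hits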
Target sequence (Q92905 whole entry, looked up, one chain of several): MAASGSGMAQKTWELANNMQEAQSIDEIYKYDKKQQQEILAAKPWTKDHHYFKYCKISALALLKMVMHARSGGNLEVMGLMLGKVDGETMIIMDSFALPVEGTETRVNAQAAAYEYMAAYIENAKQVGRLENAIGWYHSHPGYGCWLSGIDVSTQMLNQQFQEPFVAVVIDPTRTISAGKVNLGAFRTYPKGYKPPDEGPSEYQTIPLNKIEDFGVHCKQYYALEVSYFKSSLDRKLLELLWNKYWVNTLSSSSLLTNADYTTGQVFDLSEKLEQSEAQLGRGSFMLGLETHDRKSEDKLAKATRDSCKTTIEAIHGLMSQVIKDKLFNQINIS
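Assay system: HEK293T-derived human Csn5 enzyme; quantity: 0.24 nM enzyme; medium: Tris/NaCl/DTT buffer, pH 7.5; also added: substrate SCFSkp2-Nedd8OG, 10 nM; doses: 12.5 µM compound; schedule: 90 min reaction at room temperature; signal: FP; read-out: % inhibition of substrate cleavage by Csn5; benchmarks: substrate-only high control, full reaction low control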
MT1-MMP act inh – blockers of MT1-MMP proenzyme processing, primary screen, HT1080 RFP-PRO-GFP cells, GFP/RFP fluorescence; GFP/RFP ratio change, % at 20 µM; 360,000 compounds, 0.061% hits; Matrix metalloproteinase-14 (Homo sapiens), P50281; GFP/RFP ratio fluorescence, overnight; percent of plate control window, DMSO zero;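 active = GFP/RFP ratio change of at least 30% with cell ATP level not reduced by more than half and red fluorescence within 50% of control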; note: strong numbers were not always called active
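Assay system: HT1080 RFP-PRO-GFP cells. Benchmarks: DMSO vehicle wells and RFP-L50D-GFP reporter cell wells. Times: overnight cell settling, then overnight compound exposure, 37 °C, 5% CO2. Compound: 20 µM single dose, 1% DMSO. Read-out basis: GFP/RFP fluorescence ratio.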
NadD inh – inhibitors of S. aureus NadD, primary screen, biochemical, colorimetric, uHTS; Nicotinate-nucleotide adenylyltransferase NadD (Staphylococcus aureus N315); purified NadD enzyme, colorimetric absorbance read-out; inhibition, % at 20 µM; 360,000 compounds, 0.78% hits; AID 602399, 2012; in the data active = inhibition above about 26%; note: some compounds past the cut are filed as inactive
Rin1 Abl inh – inhibitors of Rin1-Abl protein binding, primary screen, biochemical, TR-FRET; Tyrosine-protein kinase ABL1 (Homo sapiens) + Ras and Rab interactor 1 (Homo sapiens), …; inhibition, % at 7.35 µM; 360,000 compounds, 0.4% hits; AID 588664, 2011; in the data active = inhibition above about 5%, passing the limit was not always enough
Starred values were filed as active, the others as inactive; i = inactive; x = not tested or not shown; + = active, no number. The order is random; any-hit rate near 3.9%.

molecule,MT1-MMP act inh,SKN-1 inh,Rin1 Abl inh,MLLE-PAM2 inh,Neddylation inh,NadD inh,FAS-TE inh,CSN inh,Rpn11 block
C[C@H]1CN([C@@H](C)CO)S(=O)(=O)c2ccc(Br)cc2O[C@@H]1CN(C)Cc1ccccc1,-2,0,-6,-2,i,-3,15,-2,i
CCc1ccccc1NC(=O)C1CCN(S(=O)(=O)c2ccc(N3CCCC3=O)cc2)CC1,0,-8,6,10,i,4,1,-5,i
Cc1cc(N)n2nc(C)c(-c3ccc(Cl)cc3)c2n1,11,2,1,6,x,-6,9,-4,i
CCOC(=O)[C@H]1[C@H]2COc3ccccc3[C@@H]2N2C(=O)CN(Cc3ccc(C)cc3)C(=O)[C@@]12C,-62,0,3,87,i,-2,-35,-13,i
CCN(C[C@H]1N[C@@](CC)(C(=O)OC)[C@H]2C(=O)N(C)C(=O)[C@@H]12)C(=O)COC,2,6,0,-8,i,-2,-6,-1,i
COc1ccc(CN(C)C(=O)CNC(=O)c2sc3ccccc3c2Cl)c(OC)c1,7,5,-6,-14,i,-8,18,-2,i
Cc1ccc2nc(Cl)c(CN(C(=O)c3cnccn3)C3CCCCC3)cc2c1,-2,11,1,-1,i,-5,9,2,i
O=C(NN=Cc1ccccc1O)C1CC1,2,-7,-2,-5,x,-3,-2,-3,i
Cc1ccc(Oc2ccc(OCC(=O)NC3CCS(=O)(=O)C3)cc2)cc1 (configuration not stated),-3,8,2,10,i,1,-2,-2,i
Cc1cccc(NC(=O)[C@@H]2CCCN2C(=O)OC(C)(C)C)c1,-2,1,3,-6,i,-3,-3,0,i
O=C(O)CSc1cccc2cccc(C(=O)O)c12,3,-3,-1,19,i,3,-6,4,i
Fc1ccc(NC(=S)NCCN2CCOCC2)c(F)c1F,3,-5,0,16,i,-1,-4,-5,i
O=c1c(O)c(-c2ccccc2)oc2cc(O)cc(O)c12,-9,-5,3,-5,i,-3,1,1,i
O=C(NC1CCN(S(=O)(=O)c2cccc([N+](=O)[O-])c2)CC1)C1CCCCC1,-3,-1,1,6,i,-1,-7,0,i
Cc1cc(C)cc(OCc2ccc(C(=O)NN)o2)c1,-3,-8,2,2,i,-1,-2,2,i
O=C(O)c1ccccc1,4,15,3,-1,i,3,1,4,i
Cc1ccnc2nc(C(=O)OCC(=O)NC(=O)NCc3ccco3)nn12,1,-11,2,-10,i,-3,-8,-7,i
Cc1ccc(N2CC(C(=O)NC3CCC(C)CC3)CC2=O)cc1 (configuration not stated),-1,11,-1,-3,i,-2,-9,-1,i
Cc1nc2scc(C)n2c(=O)c1S(=O)(=O)Nc1ccc(N2CCN(S(C)(=O)=O)CC2)cc1,-6,-7,1,1,i,5,1,-3,i
CSc1ncc(CN2CCC(C(=O)Nc3cccc(-c4cscn4)c3)CC2)cn1,3,13,1,-8,i,-7,0,3,i
O=C(Nc1ccnc(-c2ccncc2)n1)c1ccc(F)cc1,3,-5,1,0,i,-8,-6,6,i
CCOC(=O)C1=C(O)/C(=C/c2cn(CC(=O)N3CCCC3)c3ccccc23)SC1=Nc1ccccc1,3,0,0,-1,i,-1,-8,3,i
CC(=O)c1cccc(S(=O)(=O)NCCC(=O)O)c1,3,-6,-2,9,i,0,-5,1,i
CCC(=O)c1ccc(CCCCCC(=O)O)s1,3,-15,-4,-2,i,5,-9,1,i
Cc1c(NC(=O)/C(C#N)=C/c2ccc(-c3cc(Cl)ccc3Cl)o2)c(=O)n(-c2ccccc2)n1C,-9,23,0,-1,i,19,18,2,i
CSc1ccc(C(=O)C2CCCN(C(=O)c3ccc4c(c3)OCO4)C2)cc1 (configuration not stated),0,4,-29,7,i,-1,6,-5,i
CNC(=O)NC(=O)CSc1nnc(-c2ccc(F)cc2)n1CC1CCCO1 (configuration not stated),3,10,-2,-7,i,2,-2,12,i
O=C(NC(=S)Nc1ccccc1N1CCOCC1)c1cccs1,1,1,-2,36,i,5,22,-3,i
CCCCC(=O)Nc1ccc(C(=O)N2CCN(c3ccccc3OC)CC2)cc1,-1,-4,4,9,i,1,0,-2,i
Cc1ccc(Oc2ccc3c(c2)C(=O)N(c2ccc(S(=O)(=O)Nc4nccs4)cc2)C3=O)cc1,2,11,-4,19,i,44*,-16,1,i
CCOC(=O)c1cn(-c2ccccc2CO)c2c(F)c(F)c(F)cc2c1=O,-1,-1,1,-3,i,3,-7,-3,i
O=C(COc1ccc([N+](=O)[O-])cc1)Nc1ccncc1,-3,2,-1,7,i,-3,4,-6,i
CC(C)NC(=O)/C(C#N)=C/c1cccc(NC(=O)c2ccccc2Cl)c1,-6,13,1,-1,i,-7,-1,-4,i
COc1ccc2oc(C(=O)N3CCN(C/C=C/c4ccccc4)CC3)c(C)c2c1,3,-12,4,-3,i,-2,15,-4,i
O=C(c1cc2c(s1)-c1ccccc1S(=O)(=O)C2)N1CCN(Cc2ccccc2)CC1,-7,9,-3,-13,i,12,15,-1,i
O/N=C1/CCc2cccc3cccc1c23,-17,2,-3,19,i,-8,-6,-10,i
COc1ccc(-c2nc3n(c2Br)CCC3)cc1,-3,5,-2,9,i,-2,-4,-5,i
N#Cc1ccc(OCC(O)CS(=O)(=O)c2ccccc2)cc1 (configuration not stated),-1,2,3,0,i,10,0,1,i
COc1ccc(S(=O)(=O)N(C)C[C@H]2Oc3ccc(NC(=O)NC(C)C)cc3C(=O)N([C@H](C)CO)C[C@@H]2C)cc1,4,18,5,-13,i,-3,-11,1,i
CC(C)[C@H](NC(=O)NCCc1ccc(F)cc1)C(=O)O,5,-24,2,-2,i,4,-6,3,i
OC[C@H]1O[C@@H](O[C@@H]2[C@@H](CO)O[C@@](O)(CO)[C@H]2O)[C@H](O)[C@@H](O)[C@H]1O,5,-10,-1,-7,i,0,-4,-3,i
CN(c1ccccc1)S(=O)(=O)c1cccc(NC(=O)c2cc(=O)c3ccccc3o2)c1,-3,8,0,-50,i,-2,26,0,i
O=C(Cc1ccccc1)NCc1n[nH]c(=S)n1-c1ccccc1,0,-6,2,-9,i,-6,-6,-8,i
O=C1/C(=C/c2ccccc2)SC(=S)N1CCCC(=O)N1CCCCC1CCO (configuration not stated),1,3,3,7,i,-7,4,2,i
O=c1c(-c2nn[nH]n2)coc2ccc(Cl)cc12,-2,5,-3,4,i,-6,-8,10,i
COC(=O)c1ccc(N2Cc3ccccc3/C2=N\C(=O)Nc2ccccc2)cc1,-12,6,-2,7,i,6,-4,-2,i
COc1ccc(NC(=O)CSCC(=O)Nc2cc(Cl)ccc2N2CCOCC2)cc1,2,-18,-2,-16,i,-3,5,-3,i
CCc1cccc2c(C(=S)N3CCOCC3)c[nH]c12,2,4,3,-9,i,-2,-14,-1,i
CCOc1ccc(S(=O)(=O)N2CCCCC2)cc1NC(=O)C1COc2ccccc2O1 (configuration not stated),-3,13,3,4,i,-6,34,0,i
N#Cc1c(C(F)(F)F)cc(-c2cccs2)nc1SCC(=O)O,1,2,-5,5,i,0,18,3,i

New compounds follow.
molecule,MT1-MMP act inh,SKN-1 inh,Rin1 Abl inh,MLLE-PAM2 inh,Neddylation inh,NadD inh,FAS-TE inh,CSN inh,Rpn11 block
O=C1C(=O)c2c(C(=O)c3ccccc3)coc2-c2ccccc21,-1,-6,-2,17,i,0,6,-5,i
O=S(=O)(/N=C(/Nc1ccc(F)cc1F)c1ccc(Cl)cc1)c1ccccc1,3,12,-1,-1,i,-6,-7,-2,i
O=C(COc1ccc(S(=O)(=O)N2CCOCC2)cc1Cl)N1CCOCC1,-1,16,0,2,i,2,-6,2,i
O=[N+]([O-])c1cc2c(c(CSc3nnc4ccccn34)c1)OCOC2,6,6,3,-86,i,0,-5,-6,i
O=C(NC1CCCC1)C(c1ccccc1)N(Cc1ccc2c(c1)OCO2)C(=O)Cc1cccs1 (configuration not stated),-19,29,-2,10,i,1,32,0,i
CCc1ccccc1NC(=O)C1CCCN1S(=O)(=O)c1ccc(-c2ccc(=O)[nH]n2)s1 (configuration not stated),1,9,-2,-3,i,26,-3,4,i
Nc1nc(N)c(N=O)c(Nc2ccc(Cl)c(Cl)c2)n1,-3,3,x,x,i,6,9,-7,x
CCCOc1ccc(N2C(=O)CC(NNC(=O)c3ccc(COc4ccccc4)o3)C2=O)cc1 (configuration not stated),4,5,0,12,i,9,-12,-2,i
O=C(Nc1ccccc1C(=O)Nc1nnc(C(F)(F)F)s1)c1ccccc1,4,25,1,11,i,5,53*,-3,+
Cc1ccc(C(=O)Nc2nnc(S(=O)(=O)N3CCN(c4ccc(F)cc4)CC3)s2)cc1,3,-22,4,-6,i,20,1,-3,i
Cc1ccc(S(=O)(=O)NCC[C@@]2(C)C3CCC2(C)C(=O)C3)cc1 (some centres not stated),2,-2,-2,6,i,-7,3,-5,i
Cc1cc(C)c(C#N)c(SCc2ccc(C#N)cc2)n1,-3,10,-1,4,i,-6,28,4,i
COc1cccc(-n2nnc3c(=O)n(Cc4ccccc4Cl)cnc32)c1,-1,10,-3,8,i,-3,14,3,i
O=C(COC(=O)/C=C/c1cccc([N+](=O)[O-])c1)NCc1ccc2c(c1)OCO2,4,4,2,2,i,-12,3,0,i
COC(=O)c1ccc(CSc2nc3ccc(S(N)(=O)=O)cc3[nH]2)cc1,-3,24,1,-15,i,-9,-2,2,i
CC(NC(=O)c1ccccc1)C(c1cccs1)N1CCOCC1 (configuration not stated),3,10,5,-3,i,-3,-4,-4,i
c1ccc(C2CC(c3ccccc3)n3ncnc3N2)cc1 (configuration not stated),9,16,0,-9,i,3,-2,1,i
COc1ccc(CCN(C)C(=O)COc2cccc(-n3cnnn3)c2)cc1OC,2,-6,3,9,i,-1,-9,0,i
Cc1[nH]c2ccccc2c1C(=O)C(=O)NCCOc1ccccc1,3,4,-2,3,i,-8,0,-1,i
O=C(O)CC/C(=N\NC(=O)c1ccncc1)c1ccccc1,3,-2,-1,-18,i,0,-6,-2,i
N/C(=N\OC(=O)c1ccccc1)c1ccncc1,1,7,0,-3,i,-1,-2,-1,i
CC1CC(C)CN(S(=O)(=O)CCNC(=O)c2ccc3c(c2)OCO3)C1 (configuration not stated),1,2,0,-4,i,-3,-5,4,i
